Screens (PubChem BioAssay)
DNA FID counter – compounds displacing fluorescent DNA intercalator, primary screen, artefact control for HCV NS3 helicase inhibitor project, biochemical, FID fluorescence. inhibition, % at 7.9 µM. DNA fluorescent intercalator displacement. 290,000 compounds, 0.17% hits; in the data active = inhibition above about 37%;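 note: 0% = vehicle and 100% = reference compound; higher means more ethidium bromide displaced from hairpin DNA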
PHOSPHO1 block – PubChem AID 1565; inhibition, % at 13.3 µM; 290,000 compounds, 1.1% hits; recombinant PHOSPHO1, absorbance phosphatase assay; in the data active = inhibition above about 60%
Target sequence (Q8TCT1 whole entry, looked up): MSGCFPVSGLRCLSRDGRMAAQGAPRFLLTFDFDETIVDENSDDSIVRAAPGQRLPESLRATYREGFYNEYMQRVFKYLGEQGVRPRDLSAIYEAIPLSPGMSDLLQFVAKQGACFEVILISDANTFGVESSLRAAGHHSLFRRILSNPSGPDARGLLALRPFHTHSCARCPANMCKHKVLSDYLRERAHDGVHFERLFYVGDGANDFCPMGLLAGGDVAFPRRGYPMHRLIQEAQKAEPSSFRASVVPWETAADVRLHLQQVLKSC
GPR7 antag – GPR7 receptor antagonists, primary screen, cell-based, fluorescence, single concentration; Neuropeptides B/W receptor type 1 (Homo sapiens), P48145; GPR7-expressing cells, fluorescence antagonist assay; inhibition, % at 4.4 µM; 290,000 compounds, 1.1% hits; in the data active = inhibition above about 16%, passing the limit was not always enough;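 note: cells stimulated with the agonist NPW; 0% = agonist with vehicle and 100% = vehicle without agonist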
Target sequence (P48145 whole entry, looked up): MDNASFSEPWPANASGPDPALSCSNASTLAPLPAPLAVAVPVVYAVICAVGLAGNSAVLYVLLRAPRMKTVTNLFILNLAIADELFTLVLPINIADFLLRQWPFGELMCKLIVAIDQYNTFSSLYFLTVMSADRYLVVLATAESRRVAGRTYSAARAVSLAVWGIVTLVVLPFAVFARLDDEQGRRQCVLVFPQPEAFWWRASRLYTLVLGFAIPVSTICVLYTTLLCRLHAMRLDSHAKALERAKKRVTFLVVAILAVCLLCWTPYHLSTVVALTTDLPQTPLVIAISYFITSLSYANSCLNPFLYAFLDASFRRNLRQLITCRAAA
OXTR ag – human OXTR agonists, primary screen, fluorescence, CHO-OTR cells, Fluo-8 calcium; 320,000 compounds, 0.32% hits; Fluo-8 calcium fluorescence; normalized: DMSO 0%, oxytocin 100%; AID 2435, 2010; activation, % at 3 µM;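 active = activation above the mean of all tested compounds plus 3 SD, cutoff set per screening run, cut at about 20% in these data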;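 note: peak over basal fluorescence ratio from a 100 s FLIPR kinetic read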
IMP-1 inhibitor – IMP-1 metallo-beta-lactamase inhibitors, primary screen, biochemical, epi-absorbance readout, Pseudomonas aeruginosa enzyme. metallo-beta-lactamase IMP-1 (Pseudomonas aeruginosa). purified IMP-1, nitrocefin hydrolysis, epi-absorbance fluorescence. inhibition, % at 5.6 µM. 290,000 compounds, 0.45% hits;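 active = inhibition above the mean plus 3 SD of all compounds in the same screening run, cut at about 4.5% in these data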;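 note: 0% = IMP-1 with DMSO and 100% = DMSO wells lacking enzyme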
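Test system: recombinant IMP-1 enzyme, purified / Medium: HEPES buffer pH 7.1 with ZnSO4 and Brij 35 / Doses: single dose, 5.6 µM / Times: 25 °C, 15 min preincubation, 25 min reaction / Detection: Epi-absorbance via hydrolysed-nitrocefin quenching of white-plate fluorescence, 480/530 nm, EDTA stop / Evaluation: percent inhibition from optical density relative to buffer-blank wells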
V1aR counter – agonists of human V1a receptor, primary screen, counter-screen for OXTR agonist project, fluorescence, CHO-V1R cells; activation, % at 3 µM; Vasopressin V1a receptor (Homo sapiens), P37288; AID 2797, 2010; Fluo-8 calcium fluorescence, agonist mode; 0% DMSO, 100% 3 nM vasopressin; 320,000 compounds, 0.25% hits;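 active = activation above the mean activation of all tested compounds plus 3 SD, per screening run, cut at about 20% in these data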;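 note: signal is peak over basal fluorescence ratio across a 100 second FLIPR read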
NS3 helicase inh – inhibitors of HCV NS3 helicase, primary screen, biochemical, Cy5 molecular beacon fluorescence; Hepatitis C virus NS3 helicase; NS3 helicase DNA unwinding; inhibition, % at 10.9 µM; 290,000 compounds, 0.56% hits; AID 1800, 2009;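 active = inhibition above the mean of all tested compounds plus 3 SD, set per campaign, cut at about 35% in these data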;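 note: 0% = DMSO wells and 100% = thioflavine S control wells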
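test system = hepatitis C virus NS3 helicase domain fragment enzyme | reagent = annealed dual-labelled DNA beacon duplex, ATP-started | times = 1 h at 25 °C | detection = Cy5 fluorescence, 0 and 60 min reads | read-out basis = percent inhibition from t60/t0 fluorescence ratio | control set = DMSO and thioflavine S | replication = one well per compound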
VIM-2 inhibitor – VIM-2 metallo-beta-lactamase inhibitors, primary screen, biochemical, epi-absorbance readout, Pseudomonas aeruginosa enzyme; purified VIM-2, nitrocefin hydrolysis, epi-absorbance fluorescence; inhibition, % at 5.6 µM; 290,000 compounds, 0.89% hits;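 active = inhibition above the mean of all tested compounds plus 3 SD, cutoff set per screening run, cut at about 7.5% in these data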;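 note: red hydrolysis product quenches plate fluorescence so inhibitors raise well fluorescence; 0% = enzyme with DMSO and 100% = DMSO without enzyme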
GalR3 antagonist – GalR3 antagonists in HEK293 cells, primary screen, cell-based, fluorescence readout. Galanin receptor type 3 (Homo sapiens), O60755. HEK293 GalR3-CNG cAMP membrane potential fluorescence; galR3 body fused to GalR1 C-terminus. inhibition, % at 3 µM. 360,000 compounds, 0.44% hits;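 active = inhibition above the screen-wide average plus 3 SD, cut at about 13% in these data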;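 note: forskolin and galanin both at EC90 stimulate the cells; cAMP rise reported by CNG channel membrane potential dye signal; 0% = forskolin plus galanin with DMSO and 100% = forskolin alone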
Target sequence (O60755 1-299 limits assumed): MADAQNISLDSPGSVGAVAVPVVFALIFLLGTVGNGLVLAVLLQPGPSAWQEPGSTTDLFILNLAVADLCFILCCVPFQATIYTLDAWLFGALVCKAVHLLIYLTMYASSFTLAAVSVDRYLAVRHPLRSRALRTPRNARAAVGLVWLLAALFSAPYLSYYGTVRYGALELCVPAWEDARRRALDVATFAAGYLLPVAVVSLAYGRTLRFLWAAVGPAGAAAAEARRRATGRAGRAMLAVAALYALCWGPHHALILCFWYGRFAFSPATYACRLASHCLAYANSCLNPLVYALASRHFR
Active calls of the source: *; . = not tested or not shown.

Below each SMILES – DNA FID counter	PHOSPHO1 block	GPR7 antag	OXTR ag	IMP-1 inhibitor	V1aR counter	NS3 helicase inh	VIM-2 inhibitor	GalR3 antagonist
> CCOc1ccc(N2C(=O)C3C4C=CC(CC4)C3C2=O)c([N+](=O)[O-])c1 (stereo unspecified)
    -2	4	2	-1.2	-2.5	-0.5	-1	-1.1	-1
> Nc1cc(N)nc(SCC(=O)Nc2ccc3c(c2)OCCCO3)n1
    1	6	-5	-0.4	-0.3	0.1	0	-2.4	-7
> COc1ccc(NC2CCCN(C(=O)CCOc3ccccc3)C2)cc1 (stereo unspecified)
    -37	45	-3	0.7	-2.9	0.3	-11	1.8	2
> Cc1ccccc1NC(=O)Cc1nnc(SCC(=O)NC2CCCC2)n1C
    -3	32	-23	0.1	0.9	0.4	-2	-0.5	-9
> O=C(Nc1ccccc1)OCCCCCOC(=O)Nc1ccccc1
    -7	3	-6	-1.4	-0.2	0.8	2	-1.0	-6
> O=c1oc(-c2ccccc2)nc2ccsc12
    8	1	-5	-1.3	-2.1	0.4	6	-3.0	-4
> COc1ccc(-n2c(COc3ccc4ccccc4c3)nnc2SCC(=O)NCc2ccco2)cc1
    -38	42	5	1.9	-3.9	3.4	-9	-2.7	-7
> COC(=O)c1ccc(C(=O)OC)c(-n2c(=O)c3ccccc3c3ccccc3c2=O)c1
    -32	-6	-4	-1.6	-2.6	0.1	-1	-3.7	-5
> CCCC(=O)n1nc(-c2ccccc2)nc1N
    2	-23	3	-1.5	-1.6	0.5	0	-2.2	-5
> CC(C)(C)c1cc[n+](-c2[nH]c(=O)sc2/C=N/N=C(\[O-])c2ccccc2)cc1
    -13	29	-10	0.0	-2.5	0.0	8	-1.5	-6
> O=C(O)c1ccc2oc(SCC(=O)N3CCCCC3)nc2c1
    -3	0	-1	-0.1	-5.8	1.2	-1	-2.6	1
> CCOc1ccccc1NC(=O)C1CCN(c2ccc(S(=O)(=O)N3CCCC3)cc2)CC1
    -20	78*	3	0.2	1.1	0.4	-5	1.8	-3
> Cc1ccc(C2CC(c3cccc(NS(C)(=O)=O)c3)=NN2S(C)(=O)=O)cc1 (stereo unspecified)
    -20	-1	-7	1.3	-2.9	0.8	5	-1.7	-3
> CC(C)(C)C(=O)C(Cl)C(=O)Nc1ccccc1 (stereo unspecified)
    1	35	-6	0.9	-0.9	0.4	-3	-0.4	-5
> CSCCC(NC(=O)c1ccc([N+](=O)[O-])cc1Cl)C(=O)OCC(=O)N(C)C (stereo unspecified)
    -2	-9	-1	1.1	-4.4	0.8	1	-0.2	2
> O=C(Cc1csc(-c2ccccc2)n1)Nc1ccc(C(F)(F)F)cc1
    2	4	-7	-1.2	-2.5	0.7	10	-4.7	-4
> COc1cc(/C=C2/SC(=S)N(CC(=O)Nc3cccnc3)C2=O)cc(OC)c1OC
    -8	0	-7	2.6	-4.0	1.7	32	-3.5	2
> COc1ccc(NC(=S)N2CCCC(c3nc4ccc(C)cc4[nH]3)C2)cc1 (stereo unspecified)
    -3	1	-6	-0.9	-4.9	-0.3	7	-5.9	-4
> COc1ccc(CCCC(=O)NC2CCCCC2)cc1
    -5	3	-2	-1.0	-2.2	-0.1	-1	-0.9	0
> CCOc1cc(C(=S)N2CCOCC2)ccc1OC(=O)c1ccccc1
    -33	14	7	-1.9	-1.6	3.8	-5	-2.1	-11

A different layout for some results above.
SMILES | DNA FID counter | PHOSPHO1 block | GPR7 antag | OXTR ag | IMP-1 inhibitor | V1aR counter | NS3 helicase inh | VIM-2 inhibitor | GalR3 antagonist
Cc1ccc(C2CC(c3cccc(NS(C)(=O)=O)c3)=NN2S(C)(=O)=O)cc1 (stereo unspecified) | -20 | -1 | -7 | 1.3 | -2.9 | 0.8 | 5 | -1.7 | -3
CC(C)(C)C(=O)C(Cl)C(=O)Nc1ccccc1 (stereo unspecified) | 1 | 35 | -6 | 0.9 | -0.9 | 0.4 | -3 | -0.4 | -5
CSCCC(NC(=O)c1ccc([N+](=O)[O-])cc1Cl)C(=O)OCC(=O)N(C)C (stereo unspecified) | -2 | -9 | -1 | 1.1 | -4.4 | 0.8 | 1 | -0.2 | 2
O=C(Cc1csc(-c2ccccc2)n1)Nc1ccc(C(F)(F)F)cc1 | 2 | 4 | -7 | -1.2 | -2.5 | 0.7 | 10 | -4.7 | -4
COc1cc(/C=C2/SC(=S)N(CC(=O)Nc3cccnc3)C2=O)cc(OC)c1OC | -8 | 0 | -7 | 2.6 | -4.0 | 1.7 | 32 | -3.5 | 2
COc1ccc(NC(=S)N2CCCC(c3nc4ccc(C)cc4[nH]3)C2)cc1 (stereo unspecified) | -3 | 1 | -6 | -0.9 | -4.9 | -0.3 | 7 | -5.9 | -4

Two entries from above, with bars between the fields:
Molecule | DNA FID counter | PHOSPHO1 block | GPR7 antag | OXTR ag | IMP-1 inhibitor | V1aR counter | NS3 helicase inh | VIM-2 inhibitor | GalR3 antagonist
COc1cc(/C=C2/SC(=S)N(CC(=O)Nc3cccnc3)C2=O)cc(OC)c1OC | -8 | 0 | -7 | 2.6 | -4.0 | 1.7 | 32 | -3.5 | 2
COc1ccc(NC(=S)N2CCCC(c3nc4ccc(C)cc4[nH]3)C2)cc1 (stereo unspecified) | -3 | 1 | -6 | -0.9 | -4.9 | -0.3 | 7 | -5.9 | -4

Following part.
Below each SMILES – DNA FID counter	PHOSPHO1 block	GPR7 antag	OXTR ag	IMP-1 inhibitor	V1aR counter	NS3 helicase inh	VIM-2 inhibitor	GalR3 antagonist
> Cc1c(CC(=O)N2CCN(C(=O)C3COc4ccccc4O3)CC2)c(=O)oc2cc(O)c(Cl)cc12 (stereo unspecified)
    -68	16	-12	0.0	-1.1	0.2	-3	-0.4	3
> FC(F)(F)c1cccc(Oc2cc(C(F)(F)F)nc(-c3ccccn3)n2)c1
    1	52	12	-1.1	0.1	-1.2	9	-3.8	-5
> S=C(Nc1ccc2c(c1)OCO2)N1CCCC1
    -3	2	-8	-0.4	0.8	-0.1	10	1.8	2
> Cc1nc2sc(-c3ccccc3)cc2c(=O)n1N
    0	41	1	1.3	-3.0	1.0	3	-3.3	-1
> Cc1ccc(C(=O)COC(=O)c2cnccn2)cc1[N+](=O)[O-]
    4	47	-10	0.8	-2.0	-0.7	3	-0.3	-5
> CC(C)(C)NC(=O)c1ccc2c(c1)N(CC(=O)N1CCN(c3ccc(F)cc3)CC1)C(=O)C(C)(C)O2
    -4	-4	-12	1.1	0.2	-0.1	-2	-1.6	-1
> CCCCc1nc2ccccc2c(C(=O)O)c1C
    0	-7	-15	0.7	-5.5	0.7	-3	-1.5	-3
> Cn1cc(CN2CCC(n3nccc3NC(=O)CCOc3ccccc3)CC2)cn1
    22	12	0	0.6	-0.2	1.0	-4	2.0	-7
> CC1CN(C(=S)NC(=O)c2cccc([N+](=O)[O-])c2)CC(C)O1 (stereo unspecified)
    1	-97	-6	0.7	-3.2	0.4	-7	-2.8	-3
> CCc1ccc(OCC(=O)Nc2ccc(S(=O)(=O)Nc3cc(C)on3)cc2)c(Br)c1
    -48	8	-8	0.8	-0.4	7.6	-16	-2.6	5
> COCCCNC(=S)N1CCC(NC(=O)c2ccco2)CC1
    0	1	-2	0.1	-5.5	0.2	4	-4.5	0
> c1ccc(-c2nnc(-c3ccncc3)o2)cc1
    -4	11	13	-0.2	-3.5	-0.1	-3	1.0	-1
> CNC(=O)c1c(NC(=O)c2ccco2)sc2c1CCCC2
    -9	22	-10	-0.8	-1.3	-0.3	-2	2.1	-6
> O=C(/C=C/c1ccccc1)NCc1cccnc1
    12	25	0	0.3	-1.4	1.7	-1	-3.6	-3
> N#C/C(=C/c1ccc(N2CCOCC2)o1)c1nc2ccccc2[nH]1
    -10	14	-16	40*	-2.3	21*	-4	-1.9	-3
> CC1(c2ccccc2)NC(=O)N(CC(=O)Nc2nnc(C3CC3)s2)C1=O (stereo unspecified)
    -17	24	2	0.4	-1.0	-0.2	-1	-1.0	0
> CCOC(=O)c1cc(-c2cc3ccccc3o2)n[nH]1
    -14	-66	6	1.6	-0.4	1.5	14	2.0	1
> Cc1cccc(CN2CCC(n3nccc3NC(=O)CCCc3ccccc3)CC2)n1
    1	14	-7	-0.9	-3.8	-0.7	-5	-7.3	1
> CCCc1cc(C(=O)NCc2cccnc2)no1
    -1	6	-12	0.8	-5.4	-0.5	0	-2.8	.
> CCCCNC(=O)c1onc(CSc2ccc(F)c(F)c2)c1C(=O)O
    -28	16	7	1.6	-0.8	-0.3	4	0.5	-6
> COc1ccc(C(=O)NN2C(=O)C3C(c4ccccc4)C=CC(c4ccccc4)C3C2=O)cc1 (stereo unspecified)
    -11	12	5	-0.9	54*	0.7	-9	6.3	-5
> COc1ccc(NC(=O)c2nc3ccccc3s2)cc1
    -5	-11	-7	-2.1	1.9	-0.8	2	-0.3	-5
> Cc1ccc2nc(NC(=O)c3cccs3)sc2c1
    1	-6	-5	-1.7	-2.0	0.4	9	-4.0	-9
> O=C(Nc1ccc(OCC(=O)N2CCOCC2)cc1)Nc1cccc(Cl)c1
    3	12	1	0.1	-1.7	-0.6	1	-3.4	-4
> Cc1cc(C)c2nc(C)cc(Nc3ccc(C(=O)N4CCOCC4)cc3)c2c1
    1	13	7	0.3	-3.1	0.9	6	3.1	-3
> CC1CN(C(=S)Nc2cccc([N+](=O)[O-])c2)CC(C)O1 (stereo unspecified)
    -5	8	-10	.	-0.4	.	27	-1.6	-1

Among those listed so far, two have a CF3 group.
Below each SMILES – DNA FID counter	PHOSPHO1 block	GPR7 antag	OXTR ag	IMP-1 inhibitor	V1aR counter	NS3 helicase inh	VIM-2 inhibitor	GalR3 antagonist
> O=C(Cc1csc(-c2ccccc2)n1)Nc1ccc(C(F)(F)F)cc1
    2	4	-7	-1.2	-2.5	0.7	10	-4.7	-4
> FC(F)(F)c1cccc(Oc2cc(C(F)(F)F)nc(-c3ccccn3)n2)c1
    1	52	12	-1.1	0.1	-1.2	9	-3.8	-5
